# PGE2 EP2 inh: inhibitors of human EP2 prostaglandin E2 receptor | AID 1422 | inhibition, % at 25 µM | C6 glioma cells expressing human EP2, cAMP TR-FRET; cells stimulated with saturating PGE2 | P43116 | 260,000 compounds, 0.52% hits;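 active = percent inhibition above 40 after rounding to a whole number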;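 note: rat C6 glioma host cells with rolipram phosphodiesterase inhibitor present; the protocol text gives 20 µM as final concentration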
# Target sequence (P43116 whole entry, looked up): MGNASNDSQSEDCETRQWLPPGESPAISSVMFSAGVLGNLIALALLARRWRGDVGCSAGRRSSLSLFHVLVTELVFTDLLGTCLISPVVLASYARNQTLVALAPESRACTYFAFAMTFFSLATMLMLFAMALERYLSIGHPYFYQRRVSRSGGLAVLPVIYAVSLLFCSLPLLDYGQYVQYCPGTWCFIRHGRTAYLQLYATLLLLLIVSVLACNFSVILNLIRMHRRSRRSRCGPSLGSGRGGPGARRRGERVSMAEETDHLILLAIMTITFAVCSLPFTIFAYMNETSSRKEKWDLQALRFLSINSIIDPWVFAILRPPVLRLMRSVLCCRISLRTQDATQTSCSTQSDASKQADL
# EP2 mod: modulates human prostaglandin E2 receptor EP2 signaling; P43116; EP2-expressing cells, cAMP HTRF FRET, PGE2 co-stimulation; induction, % at 25 µM; 260,000 compounds, 0.83% hits; AID 940;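 active = compounds whose cAMP rise, as percent of the full-agonist control response, exceeds 60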;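 note: rat C6 glioma line stably carrying human EP2 under a CMV promoter; the protocol text gives 20 µM as final concentration; 100% = response of wells given 1 µM PGE2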
# The depositor's hits bear a star.
molecule	PGE2 EP2 inh	EP2 mod
C=CCOc1ccc(C2C(C#N)=C(N)Oc3n[nH]c(C)c32)cc1OC (stereo unspecified)	16	-107
CC(=O)N1c2ccc(NC(=O)c3sc4ncn(C)c(=O)c4c3C)cc2CC1C (stereo unspecified)	6	-24
CCc1nc(SCc2ccccc2)[nH]c(=O)c1C	4	15
CCN1CCN(c2ccc(NC(=O)c3cc(OC)cc(OC)c3)cc2Cl)CC1	17	-24
CCn1c(=O)n(CC(=O)NC23CC4CC(CC(C4)C2)C3)c2cccnc21	12	-52
CCCSc1nc2c(c(=O)[nH]c(=O)n2C)n1CCOC	17	-8
CCOc1cc(C(=O)Nc2nc3c(s2)C(=O)CC(C)(C)C3)cc(OCC)c1OCC	8	7
CCCC(=O)Nc1nnc(-c2ccccc2F)s1	8	-11
COc1ccc(C(=O)Nc2nc(-c3ccc4c(c3)CCN4S(C)(=O)=O)cs2)cc1	7	-40
O=C(CSc1nc(COc2ccccc2)nc2sc3c(c12)CCCC3)Nc1nccs1	8	-16
CCOc1cc(CN2CCc3c(nc(C)[nH]c3=O)C2)ccc1O	7	-7
Cc1ccc(NC(=O)COc2ccc(S(=O)(=O)N3CCCC3)cc2)cc1	14	-10
COc1ccc(OC)c(CC(=O)N2CCC(n3cnc4cccnc43)CC2)c1	8	-26
CCn1cnc2sc3c(c2c1=O)CCCC3	5	-17
CC(CN1CCOCC1)OC(=O)c1ccc(C(C)(C)C)cc1 (stereo unspecified)	8	-57
CCC(C)(C)n1nnnc1CN(Cc1ccc(C)cc1)Cc1cc2cc3c(cc2[nH]c1=O)OCCO3	12	27
COc1ccc(N=c2oc3cc(O)ccc3cc2C(N)=O)c(OC)c1	12	-42
Cc1cc(=S)c2cc(Br)ccc2[nH]1	21	66*
COc1ccc(CN(Cc2cc3cc(C)cc(C)c3[nH]c2=O)Cc2nnnn2C2CCCC2)cc1	11	46
CCc1cccc(CC)c1NC(=O)C1CC(=O)N(c2ccc(OC)cc2)C1 (stereo unspecified)	25	36
O=c1[nH]c2cc3c(cc2cc1CN(C(=S)NC1CCCCC1)C1CCCC1)OCCO3	14	25
COc1ccc(NC(=O)c2cc3sccc3n2C)c(OC)c1	9	-30
COC(=O)c1cc(-c2ccc(O)c(OC)c2)no1	8	-57
CC(N)c1nc2ccccc2[nH]1 (stereo unspecified)	20	-12
O=C(NCc1ccccc1)N1CCCC1c1nc(-c2cnccn2)n[nH]1 (stereo unspecified)	9	26
Cc1ccc(-c2nc(C#N)c(NCc3ccc4c(c3)OCO4)o2)cc1	10	-80
CC1CN(c2nc3c(c(=O)[nH]2)CCN(Cc2ccc(C(F)(F)F)cc2)C3)CC(C)O1 (stereo unspecified)	6	-26
CC(C)NC(=O)Cn1cnc2c(cnn2-c2ccccc2Cl)c1=O	7	-12
CCCc1nc2cc(NC(=O)COc3ncnc4ccccc34)ccc2n1C	5	-24
CCn1c(SCC(=O)Nc2nc3ccccc3s2)nnc1-c1ccco1	8	-78
CCc1cccc(C)c1NC(=O)C1CCN(S(=O)(=O)c2ccc(OC)c(OC)c2)CC1	13	-5
Cc1ccc2cc(C#N)c(SCC(=O)Nc3ccc4c(c3)OCO4)nc2c1C	11	36
CCn1c2ccccc2n2c(=O)n(CC(=O)Nc3ccccc3-c3ccccc3)nc12	10	-2
COCc1nnc(NC(=O)c2cccc(OC)c2)s1	9	-9
COc1ccc(CNC(=O)C2CCCN(S(=O)(=O)c3cccc4ccccc34)C2)c(OC)c1 (stereo unspecified)	7	-5
Cc1ccc(Cl)cc1N1CCN(CC(=O)Nc2ccccc2Br)CC1	10	-55
CNc1ncccc1CN(Cc1cc(OC)ccc1OC)CC1CCCO1 (stereo unspecified)	4	36
COc1ccc(-c2c(C)nn3c(NCC(C)(C)CN(C)C)cc(C)nc23)cc1	7	17
COc1ccc2c(c1)NC1(CCN(Cc3cc4c(cc3Cl)OCO4)CC1)c1cccn1-2	0	-47
CCN(Cc1ccccc1)C(c1cc2cc(C)cc(C)c2[nH]c1=O)c1nnnn1C1CCCCC1 (stereo unspecified)	16	54

# 5 entries picked at random from the list so far, as already listed:
molecule	PGE2 EP2 inh	EP2 mod
O=c1[nH]c2cc3c(cc2cc1CN(C(=S)NC1CCCCC1)C1CCCC1)OCCO3	14	25
CCN(Cc1ccccc1)C(c1cc2cc(C)cc(C)c2[nH]c1=O)c1nnnn1C1CCCCC1 (stereo unspecified)	16	54
CCn1c2ccccc2n2c(=O)n(CC(=O)Nc3ccccc3-c3ccccc3)nc12	10	-2
Cc1ccc2cc(C#N)c(SCC(=O)Nc3ccc4c(c3)OCO4)nc2c1C	11	36
CCc1cccc(C)c1NC(=O)C1CCN(S(=O)(=O)c2ccc(OC)c(OC)c2)CC1	13	-5

# The list goes on.
molecule	PGE2 EP2 inh	EP2 mod
CCc1ccccc1-n1c(SCC(=O)NC(C)CC)nnc1-c1ccccn1 (stereo unspecified)	9	-4
c1ccc2c(c1)nnn2CN1CCOCC1	10	-8
COc1ccc(NC(=S)N(Cc2cc3cccc(C)c3[nH]c2=O)CC2CCCO2)cc1 (stereo unspecified)	6	4
CCN(CC)Cc1ccc(C(=O)N2CCn3c(nnc3C3CC3)C2)o1	9	-34
C=CCOc1ccc(Cl)cc1C(=O)N1CCCC1c1nc2ccccc2[nH]1 (stereo unspecified)	4	-19
Nc1cc(=O)[nH]c(SCc2c(Cl)cccc2Cl)n1	6	-34
COc1ccc(N2CCN(C3Cc4ccccc4C3O)CC2)cc1 (stereo unspecified)	9	-26
CC(NCCCN(C)C)C(=O)N1CCc2ccccc21 (stereo unspecified)	9	-13
Cc1ccnc(NS(=O)(=O)c2ccc(N=[N+]=[N-])cc2)n1	13	21
NNC(=O)c1ccc(OCc2nc3ccccc3[nH]2)cc1	9	6
COc1ccc(CNS(=O)(=O)c2ccc(-n3cnnn3)c(C)c2)cc1	9	-45
Cc1ccc(OCC(=O)Nc2ccc(N3CCN(C(=O)c4ccco4)CC3)cc2)c(C)c1	16	3
COc1nc(C)c(CC(=O)N2CCC(O)(c3ccccc3C)CC2)c(OC)n1	5	-76
CCC(CC)c1nnc(NC(=O)CCCOc2ccccc2)s1	9	62*
O=C(Nc1nccs1)c1ccc(CSc2ncccn2)cc1	6	-56
O=C(CN1C(=O)N2CCN=C2c2ccccc21)N1CCCCC1	7	-4
Cc1cc(NC(=O)Cn2nnc(-c3ccc(NC(=O)c4cccs4)cc3)n2)no1	10	-9
CCN(CC)C(=O)C1CCN(S(C)(=O)=O)CC1	9	-21
CC1CCc2c(sc3nc(C4CC4)nc(SCC(=O)N4CCN(C(=O)c5ccco5)CC4)c23)C1 (stereo unspecified)	8	-19
OC(CN1CCN(c2ccccc2F)CC1)c1ccc2c(c1)OCCCO2 (stereo unspecified)	5	-37
Cc1cc(C)c(NC(=O)c2cc3ccccc3o2)c(Cl)c1	5	-10
CC(C)(C)c1nc(SCC(=O)Nc2nccs2)c2ccccc2n1	10	33
COc1cc(O)c(C)c(O)c1	13	13
CC[n+]1c(C)sc2cc(I)ccc21	5	-13
O=C(C1CCC1)N1CCC(c2nc3c(nnn3Cc3c(Cl)cccc3Cl)c(=O)[nH]2)CC1	8	35
CCOc1cc(C(=O)Nc2sc3c(c2C#N)CCC3)cc(OCC)c1OCC	6	-26
CCNC(=S)N(CCN(C)C)Cc1cc2cc(C)c(C)cc2[nH]c1=O	11	-24
COc1ccc(S(=O)(=O)N2CCC(C(=O)Nc3cccc(C)c3)CC2)cc1C	9	-52
COc1cccc2c1[C@H](CO)N1[C@H](C#N)[C@H]3C[C@@H](C(=O)O)[C@@H]([C@@H]1C2)N3C	33	23
CCCc1nc(-c2ccc(-c3ccc(C)cc3)nc2OCC)no1	12	69*
COc1cc2cc(CN(Cc3nnnn3Cc3ccco3)C3CCCC3)c(=O)[nH]c2cc1OC	7	-18
COc1ccc(Cc2nnc(NC(=O)Nc3ccc(Cl)c(Cl)c3)s2)cc1OC	7	-24
COc1ccc(OC)c(NC(=O)CSc2ncnc3sc(C)c(C)c23)c1	6	19
CCc1ccc(NC(=O)c2cn(CC)c3nc(C)ccc3c2=O)cc1	9	3
O=C(CSc1ccc(Cl)cc1)Nc1ccc(NC(=O)c2ccco2)c(Cl)c1	17	-68
CCCNC(=O)CSc1nc2c(c(C(F)(F)F)n1)CCc1ccccc1-2	11	-93
O=C(c1ncoc1-c1cccs1)N1CCN(c2ccc(C(F)(F)F)cn2)CC1	2	-36
Cc1ccnc(N2CCCC(C(=O)Nc3cccc(C)c3C)C2)n1 (stereo unspecified)	6	18
COc1cccc(C(O)CN2CCCC(O)(c3ccccc3OC)C2)c1 (stereo unspecified)	8	-43
CCOC(=O)c1cc2sccc2n1CC(=O)Nc1ccc(N(C)C)cc1	25	4
CC(=O)O[C@@H]1C[C@@]2(C)C(CC[C@@H]2C(C)=O)C2CCC3=CC(=O)CC[C@]3(C)C21 (stereo partly specified)	8	41
COC(=O)C(=O)Nc1nnc(-c2ccc(OC)cc2)s1	10	9
COc1ccc2nc3c(cc2c1)CN(C1CCC1)C(=O)C(C)O3 (stereo unspecified)	6	-34
CC(=O)N1c2ccc(C(O)CN3CCN(c4ncccn4)CC3)cc2CC1C (stereo unspecified)	5	8
O=C(NC1CCCC1)C(c1cccs1)N(CCc1ccccc1)C(=O)c1ccco1 (stereo unspecified)	14	19
Cc1c(C(=O)N2CCCCC2)sc(NC(=O)CCCOc2ccc(Cl)cc2Cl)c1C#N	6	-28
Cc1ccc(-c2nnn(CC(=O)N3CCCC3)n2)o1	14	-7
CCn1cc(C(=O)N2CCc3c(nc(N4CCC(C)CC4)[nH]c3=O)C2)cn1	8	-43
O=C(/C=C/c1ccccc1)c1ccc2c(c1)CCCCO2	10	2
CCc1ccccc1NC(=O)CSc1nc2sc(C)c(C)c2c(=O)[nH]1	14	11
COc1ccc(N2CCN(C(=O)CN(c3ccc(F)cc3)S(C)(=O)=O)CC2)cc1	6	38
COc1cc2[nH]c(=O)c(C(=O)Nc3cc(C)ccc3C)c(O)c2cc1OC	12	-31
Cn1ccnc1C1(O)CCN(CC(=O)Nc2ccccc2N2CCOCC2)CC1	7	-4
O=C(CN(Cc1cccs1)C(=O)Cn1nnc(-c2ccc(F)cc2)n1)NC1CCCC1	7	-58
Cc1ccc2c(c1)nnn2C1CCN(S(=O)(=O)c2cccc(Cl)c2)CC1	7	-68
O=C(O)c1cc(/C=C\c2ccccc2)nc2ccccc12	11	-20
CCc1ccc(N(C(=O)c2snc(C(N)=O)c2N)C(C(=O)NC2CCCC2)c2ccc(C)o2)cc1 (stereo unspecified)	9	45
CC(NCc1cccc(OCc2cccnc2)c1)c1ccc2c(c1)OCCCO2 (stereo unspecified)	7	-91
CCOc1ccc(NC(=O)CSc2nnc3c(C)cc4cc(C)ccc4n23)cc1	15	-20
Cc1nn(C)cc1S(=O)(=O)N(Cc1ccncc1)C1CC1	8	-28

# (continued)
molecule	PGE2 EP2 inh	EP2 mod
Cc1sc(NC(=O)C(C)(C)C)nc1-c1ccccc1	7	31
Cc1ccccc1-n1c(SCC(=O)N2CCCCC2C)nnc1-c1cccnc1 (stereo unspecified)	9	-40
COc1cccc(C(=O)NCCN2CCC(O)(c3cccc(F)c3)CC2)c1	7	-37
Cc1oc(-c2ccc(F)cc2)nc1C(=O)Nc1cccc(-c2csnn2)c1	12	-46
CC(C)(C)NC(=O)CSc1nc(-c2ccc(F)cc2)cc(C(F)(F)F)n1	10	-103
COc1cc(S(=O)(=O)N2CCCCC2)ccc1NC(=O)c1ccncc1	5	-12
CC(=O)NC1(c2ccc(F)cc2)CCN(Cc2oc3ccccc3c2C)CC1	4	-11
Cc1cc(C)c2cc(CN(Cc3ccccc3)C(=S)NCc3ccco3)c(=O)[nH]c2c1	12	22
Cc1cccc(OCc2nnc(SCC(=O)NCc3ccc4c(c3)OCO4)n2C)c1C	7	34
Cc1ccc(Nc2nc(N)c3ccccc3n2)cc1	11	-60
CCn1c(=O)oc2cc(S(=O)(=O)N3CCC(O)(c4ccccc4)C3)ccc21 (stereo unspecified)	9	-111
O=C(O)C1CC2(C1)CC(C(=O)O)C2 (stereo unspecified)	8	19
CCn1c(N2CCC(C(=O)NCCc3ccc(O)c(O)c3)CC2)nc2ccccc21	9	-36
Cc1ccn(CCNC(=O)Cn2nc(C(F)(F)F)c3c2CCCC3)n1	9	-10
Cc1nnc(NC(=O)CSc2nnc3c4c5c(sc4nc(C(C)C)n23)CC(C)CC5)s1 (stereo unspecified)	12	-5
COc1ccc(NC(=O)CCSc2nc(-c3ccco3)cc(C(F)(F)F)n2)c(OC)c1	12	-92
CCOc1ccc(-c2nc(-c3ccc(C)nc3OCC)no2)cc1	11	-47
COCCNC(=S)N1CCC(NC(=O)c2cccc(F)c2)CC1	10	-10
COc1ccc(CNC(=O)c2cnn3c(C)cc(C)nc23)cc1	9	-5
CCOc1ccc(-c2nnn(Cc3nc4ccccc4c(=O)[nH]3)n2)cc1	7	-87
COC(=O)c1cccc(-n2nnnc2SCC(=O)NCc2ccc3c(c2)OCO3)c1	12	-22
COc1ccc(C(=O)Nc2nc3c(Cl)c(Cl)ccc3s2)cc1OC	20	9

# Ordered by value in EP2 mod (rising): 3 from the list above
canonical_smiles	EP2 mod
CCOc1ccc(-c2nc(-c3ccc(C)nc3OCC)no2)cc1	-47
COc1ccc(C(=O)Nc2nc3c(Cl)c(Cl)ccc3s2)cc1OC	9
Cc1cccc(OCc2nnc(SCC(=O)NCc3ccc4c(c3)OCO4)n2C)c1C	34

# Assay outcomes as filed in PubChem BioAssay.

# These rows are one share of the data; count on the stated rates, not on these rows.
